MgcRacGAP inhibition: MgcRacGAP GTPase-activating activity inhibitors, confirmation, biochemical, ADP Hunter fluorescence | Rac GTPase-activating protein 1 (Homo sapiens) | MgcRacGAP-stimulated Rac1 GTP hydrolysis, ADP Hunter fluorescence; higher % means a stronger effect; GST-tagged Rac1 F28L mutant substrate | inhibition, % at 30 µM, or IC50 in µM where a hit was titrated | 340,000 tested, 0.6% active | AID 624330, 2012;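 active = first-screen hits whose inhibition reached a set limit at any dose in the follow-up dose series; inconclusive = inhibition above the set first-screen limit but never retested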;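 also: fluorescence reports GDP produced by GAP-driven GTP hydrolysis; strong numbers were not always called active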
SV40 large T antigen: SV40 large T antigen inhibitors, biochemical (AID 1903) | SV40 large T antigen ATPase/helicase inhibition assay; higher % means a stronger effect | one-dose inhibition, % at 20 µM; IC50 in µM for titrated hits | 310,000 tested, 0.39% active; in the data active = a potency from the dose series; inconclusive = inhibition mostly from about 32% at the one dose, without a potency; inactive = the rest, 99 in 100 with inhibition below about 32%; also: strong numbers were not always called active
NS5 inhibitors: Dengue-2 NS5 methyltransferase inhibitors, primary screen, biochemical, confirmation dose response (AID 588689); Genome polyprotein (Dengue virus type 2 (strain 16681-PDK53)); Dengue-2 NS5 methyltransferase capping enzyme assay, biochemical; higher % means a stronger effect; one-dose inhibition, % at 25 µM; IC50 in µM for titrated hits; 340,000 tested, 0.3% active; in the data active = a potency from the dose series; inconclusive = inhibition above about 29% without an active follow-up result
LYP phosphatase: inhibitors of LYP phosphatase, biochemical, fluorescence intensity, uHTS (AID 1779). Tyrosine-protein phosphatase non-receptor type 22 (Homo sapiens). recombinant LYP phosphatase, fluorescence intensity; higher % means a stronger effect. inhibition, % at 11.5 µM, or IC50 in µM where a hit was titrated. 290,000 tested, 0.054% active; in the data active = inhibition above about 50%;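 also: plate controls were vehicle with enzyme for no effect and no enzyme for full effect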
RSV CPE inhibition: RSV antiviral activity via CPE protection, HEp-2 cells, primary 10 µM value included (AID 2391); HEp-2 cells, RSV-induced CPE inhibition; higher % means a stronger effect; one-dose CPE inhibition, % at 10 µM; IC50 in µM for titrated hits; 310,000 tested, 0.13% active; in the data active = a potency from the dose series; inconclusive = CPE inhibition mostly from about 23% at the one dose, without a potency; inactive = the rest, 99 in 100 with CPE inhibition below about 21%; also: strong numbers were not always called active
GPR35 antagonists: GPR35 antagonists blocking zaprinast-driven arrestin recruitment, primary screen, imaging, U2OS, beta-arrestin-GFP, zaprinast agonist (AID 2058); G-protein coupled receptor 35 (Homo sapiens); U2OS GPR35 beta-arrestin-GFP translocation imaging, zaprinast antagonism; higher % means a stronger effect; one-dose inhibition, % at 10 µM; IC50 in µM for titrated hits; 290,000 tested, 0.052% active;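 active = inhibition of at least 50% with at least 30 cells and total cytoplasm GFP at most 10,000,000; inconclusive = under 30 cells or total GFP of 10,000,000 plus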
CSM14.1 death rescue: rescue of cells from ER stress-induced death, primary screen, 384-well, CSM14.1, thapsigargin, ATP luminescence (AID 1222); CSM14.1 thapsigargin-induced death rescue, ATP luminescence; higher % means a stronger effect; cellular ATP content (survival), % at 20 µM; hits with a dose series show EC50 in µM; 190,000 tested, under 10 active;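 active = EC50 below 50 µM in the dose-response confirmation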;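 also: death triggered by thapsigargin at about 15 µM added after 2 h compound pretreatment; cell ATP read after overnight thapsigargin exposure of roughly 18 to 22 hours; normalized against plate controls of thapsigargin alone and 5% DMSO vehicle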
West Nile antiviral: West Nile virus antiviral activity, cell-based, CPE readout (AID 1621). 290,000 tested, 0.02% active. West Nile virus-infected cells, CPE inhibition; higher % means a stronger effect. CPE inhibition, % at 10 µM; hits with a dose series show IC50 in µM; in the data active = a potency from the dose series; inconclusive = CPE inhibition mostly from about 3.7% at the one dose, without a potency; inactive = the rest, 99 in 100 with CPE inhibition below about 2.2%; also: strong numbers were not always called active
Salmonella PhoP GFP: inhibitors of PhoP regulon expression, primary screen, Salmonella Typhimurium, GFP reporter (AID 1863); inhibition, % at 50 µM; hits with a dose series show IC50 in µM; S. Typhimurium PhoP-regulated promoter GFP reporter, 4 h; higher % means a stronger effect; 300,000 tested, 0.16% active;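 active = inhibition over 29.93%, a cutoff 3 SD above the screen mean, later confirmed by dose response; inconclusive = inhibition over 29.93% but no dose response follow-up; inactive = inhibition at most 29.93% or unconfirmed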;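 also: 0% = low Mg2+ inducing control and 100% = high Mg2+ repressing control; strong numbers were not always called active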
The depositor's hits bear a star; ? = inconclusive; nt = not tested or not shown.

SMILES	MgcRacGAP inhibition	SV40 large T antigen	NS5 inhibitors	LYP phosphatase	RSV CPE inhibition	GPR35 antagonists	CSM14.1 death rescue	West Nile antiviral	Salmonella PhoP GFP
CC(=O)c1cccc(NC(=O)Nc2ccc3c(c2)CCC3)c1	5.3%	19.1%	-7.4%	-7.8%	?	2.5%	nt	-0.8%	1.0%
O=C(O)c1cccc(Nc2c3ccccc3nc3ccccc23)c1	10.1%	-9.1%	1.5%	-9.9%	-1.5%	-11.7%	nt	0.5%	10.2%
COC(=O)C1=C(C)N(C)C(=O)NC1c1cc2c(cc1[N+](=O)[O-])OCO2 (stereo not drawn)	2.8%	13.5%	26.0%	0.7%	3.4%	11.2%	0.0%	0.0%	1.7%
CC(OC(=O)c1cc2c(s1)CCCCC2)C(=O)NC(N)=O (stereo not drawn)	8.7%	0.8%	-3.6%	-0.2%	2.8%	-0.2%	-2.6%	-1.2%	11.6%
C=CCNC(=S)NNC(=O)CCC(O)COCCC(C)C (stereo not drawn)	6.9%	21.7%	-7.1%	-7.1%	-0.1%	11.7%	-7.1%	-0.5%	8.1%
COc1cccc(CN2CCC(n3nccc3NC(=O)CCOc3ccccc3)CC2)c1O	6.6%	12.3%	-5.2%	-0.3%	2.0%	-5.5%	nt	0.2%	-3.1%
O=C1N(Cc2cccc(Cl)c2)C[C@@H]2C[C@@H](c3cccn3-c3ccccn3)N3CCC[C@@]123	9.2%	16.1%	-23.7%	-4.0%	2.9%	16.2%	-0.9%	-0.4%	-4.8%
CCCOc1ccc(/C=c2\sc3nc(-c4ccco4)nn3c2=O)cc1OCC	6.0%	9.2%	27.0%	0.5%	0.3%	-1.4%	-2.4%	nt	4.5%
CC(C)CNC(=O)c1cccc(Cn2cc(Cl)cn2)c1	7.5%	18.7%	-6.8%	-6.4%	1.1%	0.5%	-0.3%	-0.1%	-2.5%
COCCn1c(C)cc(C(=O)COC(=O)c2ccc(-n3nc(C)cc3C)cc2)c1C	5.1%	-0.1%	-10.2%	-5.7%	3.8%	-5.5%	nt	-0.1%	4.7%

Shown with two lines to a compound: nine of the compounds above.
Order of results – MgcRacGAP inhibition, SV40 large T antigen, NS5 inhibitors, LYP phosphatase, RSV CPE inhibition, GPR35 antagonists, CSM14.1 death rescue, West Nile antiviral, Salmonella PhoP GFP
- O=C(O)c1cccc(Nc2c3ccccc3nc3ccccc23)c1
 : 10.1%, -9.1%, 1.5%, -9.9%, -1.5%, -11.7%, nt, 0.5%, 10.2%
- COC(=O)C1=C(C)N(C)C(=O)NC1c1cc2c(cc1[N+](=O)[O-])OCO2 (stereo not drawn)
 : 2.8%, 13.5%, 26.0%, 0.7%, 3.4%, 11.2%, 0.0%, 0.0%, 1.7%
- CC(OC(=O)c1cc2c(s1)CCCCC2)C(=O)NC(N)=O (stereo not drawn)
 : 8.7%, 0.8%, -3.6%, -0.2%, 2.8%, -0.2%, -2.6%, -1.2%, 11.6%
- C=CCNC(=S)NNC(=O)CCC(O)COCCC(C)C (stereo not drawn)
 : 6.9%, 21.7%, -7.1%, -7.1%, -0.1%, 11.7%, -7.1%, -0.5%, 8.1%
- COc1cccc(CN2CCC(n3nccc3NC(=O)CCOc3ccccc3)CC2)c1O
 : 6.6%, 12.3%, -5.2%, -0.3%, 2.0%, -5.5%, nt, 0.2%, -3.1%
- O=C1N(Cc2cccc(Cl)c2)C[C@@H]2C[C@@H](c3cccn3-c3ccccn3)N3CCC[C@@]123
 : 9.2%, 16.1%, -23.7%, -4.0%, 2.9%, 16.2%, -0.9%, -0.4%, -4.8%
- CCCOc1ccc(/C=c2\sc3nc(-c4ccco4)nn3c2=O)cc1OCC
 : 6.0%, 9.2%, 27.0%, 0.5%, 0.3%, -1.4%, -2.4%, nt, 4.5%
- CC(C)CNC(=O)c1cccc(Cn2cc(Cl)cn2)c1
 : 7.5%, 18.7%, -6.8%, -6.4%, 1.1%, 0.5%, -0.3%, -0.1%, -2.5%
- COCCn1c(C)cc(C(=O)COC(=O)c2ccc(-n3nc(C)cc3C)cc2)c1C
 : 5.1%, -0.1%, -10.2%, -5.7%, 3.8%, -5.5%, nt, -0.1%, 4.7%

(next part)
SMILES	MgcRacGAP inhibition	SV40 large T antigen	NS5 inhibitors	LYP phosphatase	RSV CPE inhibition	GPR35 antagonists	CSM14.1 death rescue	West Nile antiviral	Salmonella PhoP GFP
COc1cc(OC)cc(C(=O)NCC(=O)Nc2ccc(C)c(Cl)c2)c1	0.2%	9.7%	2.3%	-5.0%	3.5%	1.1%	nt	0.0%	1.0%
Cc1ccnc(NS(=O)(=O)c2ccc(NC(=O)C3CCCCC3C(=O)O)cc2)n1 (stereo not drawn)	8.9%	23.0%	-4.2%	-6.3%	-0.5%	11.0%	0.4%	1.2%	-6.5%
O=C1COc2ccc(C(=O)c3ccccc3C(=O)NCc3ccccc3)cc2N1	8.8%	7.7%	-8.0%	-2.9%	3.4%	-13.7%	-0.1%	-0.4%	1.5%
COc1ccc(S(=O)(=O)N2CCC(C(=O)NCc3cccnc3)CC2)cc1OC	6.5%	-2.2%	-3.3%	-8.1%	-0.1%	-6.4%	nt	0.0%	-3.4%
O=C(O)CSCC(=O)Nc1ccccc1SCCS(=O)(=O)c1ccc(Cl)cc1	5.3%	1.2%	2.6%	-6.3%	2.0%	12.5%	nt	0.5%	3.2%
Cc1cc(Cl)ccc1NC(=O)CN1CCC(C(O)(c2ccccc2)c2ccccc2)CC1	-0.2%	1.8%	-4.1%	-1.9%	-0.2%	2.9%	-0.8%	-1.3%	4.7%
Cc1cc(C)c(S(=O)(=O)NC(C)C)c(C)c1-n1cnnn1	4.5%	-9.7%	nt	-6.1%	-0.4%	0.1%	-0.6%	-0.8%	-12.7%
CCOc1ccc(NC(=O)CN(C)C(=O)c2cccnc2Sc2ccccc2Cl)cc1OCC	7.9%	6.0%	-3.6%	nt	-1.5%	nt	nt	nt	-1.1%
COCCNC(=O)c1n[nH]c2ccccc12	7.6%	7.5%	-5.2%	-4.4%	0.3%	-3.3%	-14.6%	-0.2%	-13.7%
CCOC(=O)[C@@H]1[C@H]2COc3cc(OC)ccc3[C@H]2N2C(=O)N(c3ccc(C(F)(F)F)cc3)C(=O)[C@@]12C	6.0%	17.7%	9.6%	-2.0%	3.5%	3.8%	nt	-1.3%	-2.2%
Cc1sc(N/N=C/c2cc([N+](=O)[O-])ccc2O)nc1-c1ccccc1	4.3%	4.2%	4.5%	-9.3%	1.2%	-21.8%	-0.6%	-0.2%	-3.0%
Cc1c(Cl)cccc1NC(=S)N1CCC(N(C)CC2CCCO2)CC1 (stereo not drawn)	9.7%	14.6%	6.2%	-2.8%	-3.2%	-0.1%	-0.8%	-0.5%	2.7%
COCCCNC(=O)/C(C#N)=C/c1c(N2CCN(c3ccccc3)CC2)nc2ccccn2c1=O	9.7%	3.9%	-1.3%	-11.2%	0.6%	8.9%	nt	-0.3%	7.1%
O=C(NCCNC(=O)C1CC2CCC1C2)C1CC2CCC1C2 (stereo not drawn)	2.4%	0.6%	3.2%	-1.0%	0.4%	10.2%	-2.4%	0.6%	4.1%
Cc1cccc(NC(=O)CN2C(=S)NC(C)(C)CC2C)c1C (stereo not drawn)	-2.3%	9.4%	0.0%	-8.9%	1.2%	-1.0%	-0.2%	-0.7%	-8.1%
CC(C(=O)Nc1ncc([N+](=O)[O-])s1)N1C(=O)c2ccccc2S1(=O)=O (stereo not drawn)	7.9%	20.5%	3.7%	nt	-1.8%	nt	nt	nt	1.3%
O=c1c2ccccc2ncn1CCCSc1ccccc1	1.0%	2.7%	-3.3%	-8.3%	11.5%	1.1%	0.9%	0.5%	-0.5%
CC1=N/C(=C/c2ccco2)C(=O)O1	10.5%	29.2%	-0.7%	-3.8%	nt	-12.1%	-1.3%	-0.1%	-9.2%
COc1cn(-c2ccccc2)nc1C(=O)Nc1ccccc1	6.8%	4.7%	-12.2%	-10.2%	7.9%	2.0%	nt	-0.5%	-13.0%
COc1cc(OC)cc(C(=O)OCC(=O)Nc2ccc(F)cc2F)c1	-0.5%	7.4%	-4.4%	-3.9%	0.3%	-0.3%	-0.1%	0.4%	-2.2%
CCCCNC(=O)Nc1nc2ccc(CC)cc2s1	0.1%	-5.0%	-4.6%	-2.8%	8.5%	-8.3%	-2.0%	nt	-1.9%
CN(C)S(=O)(=O)c1ccc(S(=O)(=O)N2CCN(CCC#N)CC2)cc1	-4.9%	3.8%	-2.9%	0.7%	0.4%	-7.0%	-1.8%	-0.3%	2.2%
Cc1ccc(-n2nc3c(c2NC(=O)c2ccco2)CS(=O)C3)c(C)c1 (stereo not drawn)	6.4%	10.9%	5.1%	nt	0.8%	nt	nt	nt	3.2%
CSc1nc(C)cc(SCCO)n1	3.0%	5.0%	0.0%	-9.9%	0.7%	1.2%	3.6%	-0.7%	4.0%
CN(C(=O)COC(=O)c1ccccc1SCC(=O)NC1CCCCCCC1)C1CCS(=O)(=O)C1 (stereo not drawn)	5.1%	1.5%	4.4%	1.2%	4.6%	11.4%	-0.6%	-0.1%	-15.6%
Cc1ccc(C)n1-c1ccc(C(=O)N/N=C/c2ccncc2)cc1	-4.8%	-1.2%	-3.0%	0.3%	1.4%	-9.3%	0.9%	-0.2%	-12.1%
Cc1ccc(-n2c3c(cc(C(=O)NCC(=O)c4ccccc4)c2=O)C(=O)CCC3)cc1	9.7%	5.2%	-1.0%	-6.1%	0.8%	-1.6%	nt	-0.1%	5.2%
CCCCC(CC)C(=O)Nc1cc(C(=O)NCc2ccc(C)cc2)ccc1N1CCC2(CC1)CC(c1ccccc1)=NO2 (stereo not drawn)	5.4%	18.0%	-0.8%	-4.4%	-1.9%	0.6%	nt	-0.8%	-5.4%
COc1ccc(/C=N/n2c(C)cc(C)cc2=O)cc1	7.4%	0.8%	-1.5%	8.4%	-1.1%	4.3%	-2.5%	0.0%	10.7%
CCC(=O)Nc1ccc(C(=O)CSc2nnc(-c3ccc(NS(C)(=O)=O)cc3)n2C)cc1OC	4.2%	5.8%	-3.7%	-6.4%	2.0%	-4.5%	-2.0%	0.2%	-3.8%
O=C(CS(=O)c1ccccc1[N+](=O)[O-])Oc1ccc(Br)cc1 (stereo not drawn)	13.5%	26.0%	-2.9%	-4.7%	0.9%	-4.0%	-2.3%	-0.2%	14.3%
CS(=O)(=O)N(CC(=O)NCc1ccc2c(c1)OCO2)c1ccccc1	8.4%	5.2%	1.6%	-6.7%	0.8%	14.2%	-2.3%	-0.8%	2.5%
